# Screening data deposited in PubChem BioAssay by several laboratories.
# Scp-1 inhibitor: Scp-1 (human) phosphatase inhibition | 0.88% of 340,000 active | inhibition, % at 20 µM | Recombinant Scp1, phosphopeptide, malachite green phosphate absorbance;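 active means inhibition above about 50% at 20 µM, limit read from the data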;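 further: plate controls were DMSO wells with enzyme for no effect and wells lacking enzyme for full effect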
#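 Material – SCP-1 phosphatase catalytic domain, residues 76-261 · Buffer or medium – Acidic Tris acetate buffer with magnesium and detergent · Also added – Phospho 17-mer peptide substrate · Compound – single 20 µM dose, 1% DMSO · Times – 45 min room-temperature reaction, 5 min colour, 30 min stabiliser · Technique – Phosphate-binding colour reagent, absorbance read at 630 nm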
# Tb MetRS inh: blocks T. brucei methionyl-tRNA synthetase activity; 0.4% of 360,000 active; inhibition, % at 11.9 µM; purified T. brucei MetRS, ATP depletion, Kinase-Glo luminescence;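 active means inhibition above a per-plate cutoff of the control wells' mean inhibition plus 3 SD, cut at about 5.5% in these data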;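 further: 0% = DMSO wells median and 100% = median of wells with control inhibitor compound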
#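 Material – parasite MetRS enzyme · Medium – HEPES-MgCl2-KCl buffer plus DTT, spermine, BSA, pyrophosphatase · Reagent – ATP, methionine and E. coli bulk tRNA substrates · Times – 15 min enzyme-compound preincubation, 2 h reaction, 10 min detection, 25 °C · Measured by – luminescence of leftover ATP · Evaluation – percent inhibition relative to median high and low control wells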
# MsrA act: activates bovine MsrA enzyme | purified bovine MsrA, absorbance read-out | activation, % at 10.6 µM | 0.3% of 360,000 active; in the data active means activation above about 7.5%;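 further: 0% = vehicle and 100% = reference activator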
# E coli Lon inh: inhibits E. coli Lon protease. 0.42% of 360,000 active. purified E. coli Lon protease, fluorescence polarization. P0A9M0. inhibition, % at 7.94 µM; in the data active means inhibition above about 13%, passing the limit was not always enough;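 further: 0% = enzyme with probe and DMSO and 100% = no enzyme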
# Target sequence (P0A9M0 whole entry, looked up): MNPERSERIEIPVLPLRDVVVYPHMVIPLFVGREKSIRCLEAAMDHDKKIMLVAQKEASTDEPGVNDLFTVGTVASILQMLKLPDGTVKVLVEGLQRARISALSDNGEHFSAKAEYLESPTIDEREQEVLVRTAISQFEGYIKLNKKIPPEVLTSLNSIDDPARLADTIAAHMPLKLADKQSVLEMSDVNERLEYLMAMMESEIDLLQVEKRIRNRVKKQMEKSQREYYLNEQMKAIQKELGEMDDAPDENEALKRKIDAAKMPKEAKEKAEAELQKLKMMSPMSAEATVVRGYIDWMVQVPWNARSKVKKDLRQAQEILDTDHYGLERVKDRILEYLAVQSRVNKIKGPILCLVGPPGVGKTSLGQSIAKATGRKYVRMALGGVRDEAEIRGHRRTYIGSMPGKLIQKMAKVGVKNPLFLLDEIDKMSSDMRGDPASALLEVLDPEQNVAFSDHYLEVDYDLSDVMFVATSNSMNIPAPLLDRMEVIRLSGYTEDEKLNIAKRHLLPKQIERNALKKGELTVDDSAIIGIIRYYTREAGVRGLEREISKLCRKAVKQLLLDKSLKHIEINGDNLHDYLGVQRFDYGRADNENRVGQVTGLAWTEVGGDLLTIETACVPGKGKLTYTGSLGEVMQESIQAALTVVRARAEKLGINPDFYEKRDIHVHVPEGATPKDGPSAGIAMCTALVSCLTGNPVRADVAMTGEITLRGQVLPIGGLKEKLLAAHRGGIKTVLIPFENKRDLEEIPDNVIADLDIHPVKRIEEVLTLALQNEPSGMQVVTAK
# SUMO1 PPI mod: alters human SUMO1 binding to SIM partners | P63165 | SUMO1 binding to a labelled peptide, TR-FRET, 1 h | inhibition, % at 20 µM | 0.33% of 360,000 active; in the data active means inhibition above about 37%
# Target sequence (P63165 whole entry, looked up): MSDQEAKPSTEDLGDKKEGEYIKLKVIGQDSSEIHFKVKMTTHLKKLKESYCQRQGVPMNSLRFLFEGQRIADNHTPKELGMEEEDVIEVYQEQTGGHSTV
# STEP block: STEP (human) phosphatase inhibition; P54829; recombinant STEP, OMFP fluorogenic substrate, fluorescence; inhibition, % at 20 µM; 0.25% of 360,000 active; AID 588621;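 active means inhibition at 20 µM, scaled per plate between control wells, above about 37%, limit read from the data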;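 further: 0% = DMSO with enzyme and substrate and 100% = substrate only without enzyme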
#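 System: STEP (striatal-enriched tyrosine phosphatase) enzyme, cell-free; medium: Bis-Tris pH 6.0 buffer with DTT, detergent; dosing: 20 µM, 1% DMSO; times: reaction 20 min, ambient temperature; detection: fluorescence, 480/540 nm; read-out basis: normalized % inhibition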
# LMPTP inh: blocks human LMPTP phosphatase; inhibition, % at 20 µM; recombinant LMPTP-A, OMFP fluorogenic substrate, fluorescence intensity; P24666; AID 651560; 0.22% of 360,000 active;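 active means compounds that cut the enzyme signal by at least half of the control window in the single-dose screen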;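 further: plate controls were DMSO wells with enzyme plus substrate for no effect and substrate without enzyme for full effect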
# Target sequence (P24666 whole entry, looked up): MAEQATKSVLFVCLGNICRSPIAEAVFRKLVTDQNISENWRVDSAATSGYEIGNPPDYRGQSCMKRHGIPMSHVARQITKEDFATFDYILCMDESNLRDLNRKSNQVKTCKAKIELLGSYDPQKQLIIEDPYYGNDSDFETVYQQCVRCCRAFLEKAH
#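 Test system – LMPTP-A enzyme · Amount – LMPTP-A at 0.625 nM final in the reaction · Buffer or medium – Bis-Tris pH 6.0, DTT, detergent · Reagent – OMFP 400 µM · Doses – single 20 µM dose · Schedule – reaction 50 min, room temperature, dark · Detection – fluorescence intensity of OMFP turnover product · Evaluation – percent inhibition versus substrate-only and uninhibited controls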
# DNMT1 block: blocks human DNA methyltransferase DNMT1 | P26358 | DNMT1 molecular beacon, Hinp1I cleavage, fluorescence | inhibition (reported as % activation of signal), % at 10 µM | 0.83% of 360,000 active | AID 588458; in the data active means inhibition above about 50%
# MsrA inhibitor: bovine MsrA inhibition | inhibition, % at 15.5 µM | 0.75% of 360,000 active | purified bovine MsrA, absorbance read-out; in the data active means inhibition above about 4.5%;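 further: 0% = vehicle wells with enzyme and 100% = reference inhibitor wells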
# CendR NRP1 mod: NRP-1/CendR interaction modulation. 0.85% of 360,000 active. AID 602438. inhibition, % at 25 µM. FAM-RPARPAR peptide binding to NRP-1, fluorescence polarization;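 active means inhibition or corrected inhibition above about 18%, plus a signal ratio from 0.5 to 1.5, limit read from the data, passing the limit was not always enough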; further: strong numbers were not always called active
# * = called active by the depositor; / = not tested or not shown.
SMILES,Scp-1 inhibitor,Tb MetRS inh,MsrA act,E coli Lon inh,SUMO1 PPI mod,STEP block,LMPTP inh,DNMT1 block,MsrA inhibitor,CendR NRP1 mod
CCCCn1nc(C(=O)NC2CCCCC2)c2ccccc2c1=O,/,-0.4,-8,-6,-4,0,-2.0,-2,0.0,-10
COc1cc(C2C(C#N)=C(C)NC3=C2C(=O)CC(C)(C)C3)ccc1O (centres undefined),7,-1.2,-4,-1,-5,0,-2.0,1,2.2,3
O=C(Nc1ccnn1C1CCN(Cc2ccc(CO)o2)CC1)c1ccccc1,-2,-0.7,-7,4,2,4,1.5,2,0.6,-1
COc1ccc(NC(=O)CCC(=O)N/N=C/c2ccc([N+](=O)[O-])s2)cc1,47,0.6,5,-4,-18,0,-1.8,-21,2.3,6
COc1cccc(C(=O)Nc2nnc(C3CCCO3)s2)c1 (centres undefined),-4,-0.6,-2,-6,-1,-2,-1.0,1,-0.1,8
Nc1nc(=O)n(C2OC(CO)C(O)C2O)cc1F (centres undefined),/,-0.9,-3,-4,8,2,-0.4,2,0.8,12
C/C(=N\NC(=O)c1ccco1)c1ccc(C(=O)O)s1,-5,-0.2,-5,-10,-13,-2,-0.9,0,0.7,13
O=C(COc1ccc2c(-c3ccccc3)cc(=O)oc2c1)NCC(O)c1ccccc1 (centres undefined),4,0.5,-3,-2,7,-3,1.7,9,0.5,4
Cc1nc2ccccc2c(-c2ccccc2)c1C(=O)c1ccccc1,-3,-0.7,-11,-2,-1,3,1.4,-6,-0.3,6
COc1ccc(C2=NN(C(=O)COC(=O)c3ccc(S(C)(=O)=O)c([N+](=O)[O-])c3)C(c3ccco3)C2)cc1 (centres undefined),-8,-0.2,-5,-9,4,-1,0.7,18,1.1,-7
O=C(NCc1cccs1)C1CC(=O)N(Cc2ccccc2)C1 (centres undefined),2,0.2,-10,-7,2,3,0.9,-3,0.4,3
Cc1ccc(OCc2nnc(SCC(=O)Nc3sc(C)c(C)c3C#N)n2C)cc1,9,-0.8,-6,-5,-2,-3,-0.5,3,-0.8,0
CNS(=O)(=O)c1cccc(C(=O)OC2CCOC2=O)c1 (centres undefined),4,-0.1,-2,0,0,3,-1.2,5,-0.4,16
CN(C)CCC(O)c1ccccc1 (centres undefined),-3,-0.3,-1,-7,7,-2,-2.9,1,1.7,5
COc1ccc(CCc2ccc3cc(OC)ccc3n2)cc1,-7,-0.2,-3,-9,-10,2,1.2,1,0.5,-15
CCc1ccc(N(CC)c2ncnc3nc[nH]c23)cc1,-6,-0.1,0,4,-1,2,0.0,0,-1.1,-4
COc1ccc(-c2ccc(CN3C(C(C)C)C(=O)N(Cc4cn(CC5CCCCC5)nn4)CCS3(=O)=O)cc2)cc1OC (centres undefined),/,-0.2,-2,2,1,-2,4.6,-23,0.1,-3
CC1=C(C(=O)OCc2ccccc2)C(c2ccc3c(c2)OCO3)NC(=O)N1CCCC(=O)O (centres undefined),-5,-0.4,-6,-2,8,2,-0.9,0,-0.2,3
CN1/C(=C\C(=O)c2cccc(S(=O)(=O)N3CCCCC3)c2)C(C)(C)c2ccccc21,-6,-0.1,-3,-1,4,1,0.9,-6,0.4,5
COc1cccc(/C=N/Nc2c(Cl)cncc2Cl)c1O,-6,-0.2,-2,-5,-2,-2,1.2,-4,4.2,3
CN(C)c1nc(SCc2ccc(Cl)cc2)nc2c1CCCC2,10,-0.4,0,8,-3,0,4.8,-1,1.0,6
CC(=O)c1ccc(N2CCN(C(=O)c3ccc4ccccc4n3)CC2)cc1,-1,0.2,-8,12,3,-3,-1.7,4,0.3,-5
Cc1ccc(NC(=O)CCc2nc3ccccc3c(=O)[nH]2)cc1S(=O)(=O)N1CCOCC1,9,-0.9,-11,3,3,-1,-1.1,4,-0.4,-2
CCCn1cnc2c(SCc3ccccc3)nc(N)nc21,-12,1.2,-2,-5,-4,-2,-0.9,4,0.2,16

# Gathered by group, those above containing a nitro group on carbon
SMILES,Scp-1 inhibitor,Tb MetRS inh,MsrA act,E coli Lon inh,SUMO1 PPI mod,STEP block,LMPTP inh,DNMT1 block,MsrA inhibitor,CendR NRP1 mod
COc1ccc(NC(=O)CCC(=O)N/N=C/c2ccc([N+](=O)[O-])s2)cc1,47,0.6,5,-4,-18,0,-1.8,-21,2.3,6
COc1ccc(C2=NN(C(=O)COC(=O)c3ccc(S(C)(=O)=O)c([N+](=O)[O-])c3)C(c3ccco3)C2)cc1 (centres undefined),-8,-0.2,-5,-9,4,-1,0.7,18,1.1,-7

# A draw from above in order of formula weight, ascending.
SMILES,Scp-1 inhibitor,Tb MetRS inh,MsrA act,E coli Lon inh,SUMO1 PPI mod,STEP block,LMPTP inh,DNMT1 block,MsrA inhibitor,CendR NRP1 mod
CNS(=O)(=O)c1cccc(C(=O)OC2CCOC2=O)c1 (centres undefined),4,-0.1,-2,0,0,3,-1.2,5,-0.4,16
COc1cccc(/C=N/Nc2c(Cl)cncc2Cl)c1O,-6,-0.2,-2,-5,-2,-2,1.2,-4,4.2,3
CN1/C(=C\C(=O)c2cccc(S(=O)(=O)N3CCCCC3)c2)C(C)(C)c2ccccc21,-6,-0.1,-3,-1,4,1,0.9,-6,0.4,5
CC1=C(C(=O)OCc2ccccc2)C(c2ccc3c(c2)OCO3)NC(=O)N1CCCC(=O)O (centres undefined),-5,-0.4,-6,-2,8,2,-0.9,0,-0.2,3
COc1ccc(-c2ccc(CN3C(C(C)C)C(=O)N(Cc4cn(CC5CCCCC5)nn4)CCS3(=O)=O)cc2)cc1OC (centres undefined),/,-0.2,-2,2,1,-2,4.6,-23,0.1,-3

# Next part
SMILES,Scp-1 inhibitor,Tb MetRS inh,MsrA act,E coli Lon inh,SUMO1 PPI mod,STEP block,LMPTP inh,DNMT1 block,MsrA inhibitor,CendR NRP1 mod
CC(C)c1ccc(CC(=O)N2CCC2(C)C(=O)NCCC#N)cc1 (centres undefined),/,-0.2,-3,-7,-4,-2,-3.6,-1,-0.7,-11
CCN1CC(CNCc2cn(-c3ccc(OC)cc3)nc2-c2ccccc2Cl)CC1=O (centres undefined),-2,-0.8,-2,-2,1,0,-1.3,-1,0.2,-4
Fc1cccc(NC(=S)NCC(c2cccnc2)N2CCOCC2)c1 (centres undefined),2,/,/,/,3,13,-2.1,4,-0.7,2
CCOC(=O)C1=C(COC(=O)Cc2ccc(OC)c(OC)c2)NC(=O)NC1C (centres undefined),0,-0.2,-3,-6,-3,-2,-0.9,4,-0.1,4
CCn1c(C)nc2cc(C(=O)NNC(=O)[C@@H](NC(=O)c3cc(OC)cc(OC)c3)C(C)C)ccc21,-7,-0.3,-2,8,-3,0,-1.8,4,1.4,2
CC(=O)NC(C)c1nc2ccccc2n1CC(=O)NC(C)CCc1ccccc1 (centres undefined),-2,0.0,-2,-1,-1,0,-0.5,-3,-1.6,-1
C(=N/N1CCN(c2ccccc2)CC1)/c1cccs1,-6,-0.4,-2,-9,-8,0,-0.9,-3,0.3,-2
Cc1cccc(-n2c3nc(=O)[nH]c(=O)c-3cc3c(C)nn(-c4ccccc4)c32)c1C,-8,0.2,-5,-2,-10,-3,-3.0,3,1.3,-2
c1ccc(Nc2nc(-c3ccncc3)cs2)cc1,-3,-0.3,-5,-8,-6,-3,-0.6,-3,0.6,-8
CC(=O)C(C(C)=O)C(c1ccccc1)c1nc2ccccc2[nH]c1=O (centres undefined),-13,-0.4,-3,6,-4,-2,-1.9,-2,1.1,9
O=S(=O)(N=S(N1CCCCC1)N1CCCCC1)c1ccccc1,-2,0.4,0,0,4,-3,0.3,3,0.8,6
O=c1cc(CN2CCCCC2)c2ccccc2o1,/,-0.2,-1,-3,-3,-3,-2.0,-1,-0.2,11
COc1ccc2nc(NC(=O)CSCC(=O)Nc3cc(C)on3)sc2c1,-7,0.4,-5,0,24,1,1.6,-1,1.3,-7
CCc1nnc(NC(=O)c2cc(C)nc3ccccc23)s1,1,-0.1,-3,-8,15,3,0.3,1,-0.1,0
O=c1[nH]c(CN2CCN(S(=O)(=O)c3ccccc3C(F)(F)F)CC2)nc2sc3c(c12)CCCC3,10,-0.7,-2,-16,-7,-3,2.0,-11,-1.0,-15
COc1ccc(S(=O)(=O)N2CCN(c3ccccn3)CC2)cc1[N+](=O)[O-],-2,-0.2,-2,-8,-3,1,2.5,1,-0.3,-10
CN(C)S(=O)(=O)c1cccc(NC(=S)N/N=C/C2CC=CCC2)c1 (centres undefined),-3,-0.5,-3,-6,6,3,0.0,1,-2.7,12
Cc1ccc(C)c(C(=O)c2ccccc2NC(=O)c2ccccn2)c1,-2,0.0,-3,-10,6,2,5.9,1,1.6,0
COC(=O)c1cc2sc(Cl)cc2n1CC(=O)Nc1cccc(SC)c1,-2,0.2,-9,13,-4,1,0.8,-5,0.2,-13
O=C1SCCC1NC(=O)C(c1ccccc1)c1ccccc1 (centres undefined),5,0.7,0,-1,-1,0,-2.0,0,-2.2,11
N=C(N)SCCc1cccc(CCSC(=N)N)c1,-11,0.6,0,3,-17,-1,14,-1,-1.3,13
NCCCCCc1nnc(SCC(N)=O)o1,-1,-1.9,-14,6,-1,-9,-2.0,3,-1.0,0
COc1cc(/C=N/n2cnnc2)ccc1Oc1nc(Cl)ncc1F,-9,-0.4,-2,2,0,3,-1.4,0,-0.3,4
Cn1c(SCC(=O)N2CCCc3ccccc32)nc2ccccc2c1=O,-3,0.0,2,-3,3,6,0.8,2,0.5,-22
C=C1CCN([C@H](C(=O)OCc2ccc(C)cc2)C(C)C)S(=O)(=O)c2ccccc21,-11,-0.1,1,-2,9,1,2.8,3,-0.3,-9
COc1ccc(CN(Cc2ccc(C(=O)O)cc2)C(=S)Nc2ccccc2C)cc1OC,-7,-0.3,-1,-4,2,8,0.1,0,-1.0,12
Cc1ccc(NC(=O)CCCCCN2C(=O)c3ccccc3C2=O)nc1,-10,-0.2,-1,0,-6,-1,-1.0,4,-0.1,0
CC1CCN(c2c(NCc3ccc(C(=O)N4CCN(C5CCCCC5)CC4)cc3)c(=O)c2=O)CC1,-6,-0.3,-2,-1,0,-2,0.6,-6,-1.0,11
CCCn1c(/N=C/c2ccccc2O)nc2ccccc21,-2,1.8,0,-6,3,0,3.4,-3,0.7,7
CCc1nc2c(OCc3ccccc3C)cccn2c1N(C)C(=O)CC(C)C,/,-0.1,-1,0,-2,0,0.6,1,0.0,-3
O=C(CN1C(=O)c2ccccc2S1(=O)=O)c1ccccc1,-2,-0.8,-3,1,-4,-1,-0.9,1,0.7,-7
Cc1cc(C)nc(NC(=S)Nc2ccc(F)cc2F)c1,-6,-0.5,-4,3,1,-2,-0.2,3,1.0,0
O=C(Nc1ccc(Cl)cc1)C1CC=CCC1C(=O)OCC(F)(F)C(F)F (centres undefined),-5,-0.3,-3,1,2,15,-0.5,4,0.2,4
CCCCN(C(=O)C1CSC2(C)CCC(=O)N12)c1c(N)n(Cc2ccccc2)c(=O)[nH]c1=O (centres undefined),-2,-0.4,0,-6,1,-2,-0.4,0,-1.0,-1
